Assay outcomes: PubChem BioAssay, National Center for Advancing Translational Sciences (NCATS)
ERG Ets-DNA blk: blocks human ERG Ets domain binding to DNA; fluorescence polarization, His-ERG Ets domain / labelled DNA; 370,000 compounds, 0.028% hits; Potency, µM (titrated, usually from 76.9 µM), for inactives: at the top dose FP activity, negative = inhibition, hits mostly inhibitors; AID 624246; P11308; active = well fitted inhibition curve with a large enough effect in the polarisation, with a control signal flat; inconclusive = small, poorly fitted or top-dose-only effect, or effect the other way, or a change in a side signal; inactive = no such curve, though single readings can be large or run the other way; the % refers to the polarisation;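 also: polarization taken with two DNA probes labelled with fluorescein and Texas red; potency is read from the fitted curve at half-maximal effect; % of control where 0% means no effect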
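His-tagged ERG Ets domain (1 uM in the protein solution; 300mM KCl, 50mM Tris-HCl, 1mM EDTA, 1mM DTT, pH 7.5) received compound, then a probe mix of 5 nM fluorescein-DNA and 100nM Texas-615-DNA. Fluorescence polarization was read for both dyes.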
Tb PGK inh: T. brucei PGK inhibition | Potency, µM (titrated, usually from 57.5 µM), inactives show at the top dose activity change, negative = inhibition, hits mostly inhibitors | 380,000 compounds, 0.043% hits | PGK/GAPDH coupled, Kinase-Glo luminescence, 60 min; also: potency is read from the fitted curve at half-maximal effect; % is scaled to controls: 0 for no effect and ±100 for the full control effect; nearly all actives have a fitted effect of over 60% in size
Target sequence (P07378 whole entry, looked up): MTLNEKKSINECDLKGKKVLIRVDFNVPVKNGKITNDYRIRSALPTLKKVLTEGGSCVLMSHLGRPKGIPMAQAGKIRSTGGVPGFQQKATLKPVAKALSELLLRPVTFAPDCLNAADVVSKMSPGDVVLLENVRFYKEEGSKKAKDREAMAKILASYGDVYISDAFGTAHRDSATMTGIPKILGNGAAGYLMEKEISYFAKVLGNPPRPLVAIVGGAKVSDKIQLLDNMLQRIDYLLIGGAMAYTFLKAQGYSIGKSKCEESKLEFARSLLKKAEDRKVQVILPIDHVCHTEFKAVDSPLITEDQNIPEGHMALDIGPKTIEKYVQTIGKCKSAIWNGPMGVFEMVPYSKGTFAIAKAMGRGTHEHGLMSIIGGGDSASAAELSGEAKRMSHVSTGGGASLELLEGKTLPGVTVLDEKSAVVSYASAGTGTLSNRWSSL
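Luminescent ATP detection (Kinase-Glo Plus) follows a 60-minute room-temperature incubation, with wells lacking PGK as controls. Buffer: 100 mM TEA (pH 7.6), 5 mM MgCl2, 0.01% Tween-20. Coupling enzyme GAPDH (100 nM final) supplies unstable 1,3-BPG in-well.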
G9a inh: inhibitors of human histone lysine methyltransferase G9a. Q96KQ7. G9a H3K9 monomethylation, AlphaScreen, 2 h. Potency, µM (series often up to 102 µM), without a hit: top-dose activity, negative = inhibition, most hits filed as inhibitors. 350,000 compounds, 8.8% hits. AID 504332; also: potency is read from the fitted curve at half-maximal effect; % is scaled to controls: 0 for no effect and ±100 for the full control effect; nearly all actives have a fitted effect of over 75% in size
Target sequence (Q96KQ7 913-1193 limits assumed): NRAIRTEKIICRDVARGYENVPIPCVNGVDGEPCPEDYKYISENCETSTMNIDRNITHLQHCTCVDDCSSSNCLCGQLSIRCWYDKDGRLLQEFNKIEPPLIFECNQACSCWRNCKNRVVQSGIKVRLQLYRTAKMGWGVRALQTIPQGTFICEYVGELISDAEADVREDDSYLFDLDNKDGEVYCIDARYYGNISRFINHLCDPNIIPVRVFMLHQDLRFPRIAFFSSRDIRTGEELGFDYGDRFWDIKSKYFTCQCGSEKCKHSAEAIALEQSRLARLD
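Readings reflect AlphaScreen signal from monomethyl-H3K9 antibody detection. HMT at 20 nM; substrate b-H3K9 500 nM; cofactor SAM 20 uM; 2 h RT reaction; compounds tested as titrations in qHTS with 15 min preincubation.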
Pin1 inhibitor: inhibitors of human Pin1; Q13526; AID 504891; 390,000 compounds, 0.009% hits; Potency, µM (titrated, usually from 115 µM), for inactives: top-dose activity, negative = inhibition, most hits filed as inhibitors; Pin1 FP peptide displacement, HiFluor488, 10 min; active = well fitted inhibition curve with a large enough effect in the polarisation, with a control signal flat, not every such curve was filed as active; inconclusive = small, poorly fitted or top-dose-only effect, or effect the other way, or a change in a side signal; inactive = no such curve, though single readings can be large or run the other way; the % refers to the polarisation; also: potency is read from the fitted curve at half-maximal effect; % is scaled to controls: 0 for no effect and ±100 for the full control effect
Target sequence (Q13526 whole entry, looked up): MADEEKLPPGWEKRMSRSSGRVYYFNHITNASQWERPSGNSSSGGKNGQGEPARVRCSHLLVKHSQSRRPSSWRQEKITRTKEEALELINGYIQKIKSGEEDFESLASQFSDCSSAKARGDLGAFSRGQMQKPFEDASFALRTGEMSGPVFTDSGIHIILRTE
PI4K2A inh: blocks human PI4K2A kinase activity | Q9BTU6 | purified PI4K2A, ADP-Glo luminescence, 1 h; active compounds read low | activity change, negative = inhibition, % at 76.9 µM | 420,000 compounds, 0.13% hits | AID 1346378; in the data active = activity change below about -50%; inconclusive = mostly about -30% to -49%;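 also: -100% = wells without enzyme as full effect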
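In this quantitative HTS, ADP production by PI4K2A was quantified luminescently after 1 h at ambient temperature; 100 microM adenosine served as plate-quality control.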
HP1b chromo inh: HP1-beta chromodomain-methylated histone interaction inhibition | P83916 | AlphaScreen HP1-beta / biotin-H3K9me3 peptide binding | Potency, µM (titrated, usually from 114 µM), for the others: at the highest dose activity change, negative = inhibition, actives largely listed as inhibitors | 390,000 compounds, 0.56% hits | AID 540317; also: potency is read from the fitted curve at half-maximal effect; nearly all actives have a fitted effect of over 70% in size; inactives centre near 23
Target sequence (P83916 whole entry, looked up): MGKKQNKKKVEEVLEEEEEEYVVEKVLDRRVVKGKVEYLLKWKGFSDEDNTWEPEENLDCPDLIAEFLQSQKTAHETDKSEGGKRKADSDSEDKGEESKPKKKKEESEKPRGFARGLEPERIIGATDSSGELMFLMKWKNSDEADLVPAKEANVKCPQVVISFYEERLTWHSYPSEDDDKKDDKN
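AlphaScreen: HP1-beta (50 nM) preformed 30 min with biotin-H3(1-18)K9me3 peptide (50 nM) in PBS pH 7.4, 0.01% Tween-20. Compound added for 30 min at RT, then streptavidin donor/nickel chelate acceptor beads (10 ug/mL) for 30 min.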
BAZ2B block: blocks human BAZ2B | AID 504333 | 360,000 compounds, 4.4% hits | Q9UIF8 | Potency, µM (series often up to 114 µM), for inactives: top-dose activity change, negative = inhibition, hits mostly inhibitors | AlphaScreen BAZ2B-H3K14Ac peptide displacement; also: potency is read from the fitted curve at half-maximal effect; % is scaled to controls: 0 for no effect and ±100 for the full control effect; nearly all actives have a fitted effect of over 60% in size
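Protein-peptide AlphaScreen: BAZ2B 50 nM, b-H3K14Ac 50 nM, 1x PBS pH 7.4 + 0.01% Tween-20. Preincubation 30 min RT; cpd 30 min RT (top 110 uM); beads 20 min RT, light-protected.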
JMJD2A Tudor inh: inhibitors of human JMJD2A Tudor domain. AlphaScreen JMJD2A-Tudor / H3K4me3 peptide binding. Potency, µM (highest dose often 114 µM), for the others: at the top dose activity change, negative = inhibition, most hits filed as inhibitors. 390,000 compounds, 4.4% hits. AID 504339; also: potency is read from the fitted curve at half-maximal effect; % is scaled to controls: 0 for no effect and ±100 for the full control effect; nearly all actives have a fitted effect of over 50% in size
GLS inh: blocks human kidney-isoform glutaminase activity; AID 624170; GLS enzymatic activity, qHTS titration; Potency, µM (series often up to 45.5 µM), for inactives: top-dose activity change, negative = inhibition, most hits filed as inhibitors; 410,000 compounds, 0.21% hits; also: potency is read from the fitted curve at half-maximal effect; % is scaled to controls: 0 for no effect and ±100 for the full control effect
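Coupled fluorescence readout: glutamate oxidase/HRP/Amplex Red detect glutamate formed by hKGA from L-glutamine (1 mM solution added). Buffer 45 mM KH2PO4 pH 8.2, 0.02% Tween-20; reads at t0 and 30 min RT.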
* = called active by the depositor; i = inactive; ? = inconclusive; . = not tested or not shown; [ ] = dose if it differs, or a comment. Unless noted, calls follow the shape of the dose curve; as a rule, active = well fitted curve in the direction sought with a large enough effect; inconclusive = small, poorly fitted or top-dose-only effect, or another doubt; inactive = no such curve, though single readings can be large; an effect the other way counts as inactive or inconclusive.

SMILES | ERG Ets-DNA blk | Tb PGK inh | G9a inh | Pin1 inhibitor | PI4K2A inh | HP1b chromo inh | BAZ2B block | JMJD2A Tudor inh | GLS inh
Cc1nn(CC2CC2)c(=O)n1N(C)c1ncc(C(F)(F)F)cc1Cl | 1.9% | -2.8% | 4.9% | 5.6% | -1.3 | 7.3% | -21.2% | -8.2% | 7.0%
O=C(NCCCc1ccncc1)C1CCC(=O)N(Cc2ccc(Cl)cc2)C1 (stereo unspecified) | -3.2% | 5.3% | . | -1.2% | 3.3 | 30.6% | -0.1% | 3.6% | 12.3%
C=CCn1c(=O)[nH]c2cc(C(=O)N3CC=C(c4ccccc4)CC3)ccc2c1=O | ? | -2.7% | -30.6% | 41.5%[activator] | -7.4 | 49.2% | . | -20.3% | -1.6%
Cc1c(NC2=NC3(CCCCC3)Cc3ccccc32)c(=O)n(-c2ccccc2)n1C | 8.6% | -7.2% | -18.4%[12.7 µM] | 1.0% | -5.1 | 18.1% | 5.7% | -12.7% | 16.3%
O=C(Cc1ccccc1)Nc1nnc(SCC(=O)NC2CCCC2)s1 | 10.5% | -5.1% | 0.8% | 33.8%[activator] | -1.2 | 17.6% | -21.5% | 4.8% | -2.0%
Cc1cc(C)cc(N(CCC#N)C(=O)COC(=O)C2CCN(c3ccc(C(F)(F)F)cn3)CC2)c1 | 6.7% | 1.9% | -7.3% | 10.7% | -2.0 | 28.1% | -5.9% | -6.1% | 4.4%
COc1ccc(OC)c(NC(=S)NC(=O)c2ccc(Br)o2)c1 | -0.2% | i | . | -0.9% | -1.8 | 35.0% | 0.2% | -13.1% | -2.6%
O=C(Nc1nnc(C(F)(F)F)s1)c1ccc(Br)s1 | 10.4% | -0.8% | 50.1µM* | 3.9% | 7.0 | 7.5% | -12.5% | -35.8% | -19.5%
Nc1nc(NCCN2CCOCC2)nc(NCc2ccccc2)c1[N+](=O)[O-] | 1.2% | -1.8% | -4.9% | 1.2% | -1.1 | 46.1%[activator] | -13.7% | -16.1% | 3.9%
CCC(=O)NC(Nc1c(C)n(C)n(-c2ccccc2)c1=O)C(Cl)(Cl)Cl (stereo unspecified) | 1.2% | -9.4% | -25.4% | 6.8% | -8.1 | 71.2%[activator] | -17.5% | 0.0% | 28.6%
CCCC(=O)N1CC(=O)Nc2ccc(C)cc2C1c1ccccc1 (stereo unspecified) | 4.6% | -3.0% | -24.9% | 2.2% | 2.9 | 0.9% | -35.3% | -9.8% | 1.4%
Cc1ccc(C)c(N2CCN(C(=O)Cn3ncn4cccc4c3=O)CC2)c1 | -0.4% | 3.5% | -1.1% | 3.9% | 2.1 | 19.2% | -30.9% | -4.2% | 2.5%
C/C=C/C(=O)N1CC2(CC(c3cccc(NC(=O)COc4ccc(Cl)cc4)c3)=NO2)C[C@@H]1C(N)=O (stereo partly specified) | -1.3% | -7.7% | 7.3%[12.7 µM] | -2.7% | -0.5 | 13.9% | ? | -19.7% | -0.1%
COc1cccc(CNC(=O)c2cccc(N3CCCS3(=O)=O)c2)c1 | -3.8% | -0.4% | -12.6%[59 µM] | -11.5% | 3.5 | 22.2% | 2.5% | -7.1% | 0.0%
Cc1ccc(-c2nnc3ccccc3c2C(=O)Nc2cccc(Cl)c2)cc1 | -0.8% | -0.9% | 4.7%[59 µM] | -3.6% | 1.3 | 22.8% | 4.9% | -2.6% | -14.0%
CS(=O)(=O)c1ncc(Cl)c(C(=O)Nc2ccc(N3CCOCC3)cc2)n1 | . | -2.3% | ? | -8.1% | -0.5 | 6.2% | ? | -6.6% | -24.3%
COc1ccc(CNC(=O)C(C)n2ccc3cc(S(=O)(=O)N4CCCC4)ccc32)cc1OC (stereo unspecified) | 5.0% | -7.2% | ? | 1.1% | -1.8 | 32.8% | -15.0% | -0.7% | 0.9%
COc1cc(OC)cc(OC(=O)c2ccc3c(=O)n4c(nc3c2)CCC4)c1 | 15.8% | -5.5% | ? | ? | -4.0 | -9.4% | ? | ? | -21.2%
CCOc1ccc(S(=O)(=O)Nc2ccccc2C(=O)NCC2CCCO2)cc1 (stereo unspecified) | . | 3.0% | 1.7%[59 µM] | 0.6% | -2.9 | 16.8% | 9.7% | -5.2% | 15.5%
O=C(O[C@@H]1OC2COC(=O)c3cc(O)c(O)c(O)c3-c3c(cc(O)c(O)c3O)C(=O)O[C@@H]([C@H]1O)[C@@H]2O)c1cc(O)c(O)c(O)c1 | 1.2% | -82.1% | 1.58µM* | ? | ? | -73.9% | 0.794µM* | . | 28.3%
O=C(Nc1ccc(Cl)c(Cl)c1)c1ccc(Cl)c(Cl)c1 | 1.3% | -7.9% | 19.7% | 1.9% | 0.1 | 30.9%[activator] | -13.4% | -9.2% | -1.9%
CC(NC(=O)COC(=O)c1ccccc1O)C1CC2CCC1C2 (stereo unspecified) | . | -3.3% | . | -1.4% | -0.7 | 42.0%[activator] | . | 1.4% | -11.9%
C/C(CC(=O)N1CCN(C=O)CC1)=N\NC(=O)c1ccc(Cl)cc1 | -5.3% | 3.6% | -25.5% | 2.2% | 2.3 | 61.1%[activator] | -3.6% | 2.4% | 0.0%
COc1cc(/C=C2/SC(=O)N(Cc3ccccc3Cl)C2=O)ccc1OCc1ccncc1 | -1.2% | i | 32.5%[0.501 µM] | -0.2% | 2.6 | 24.5% | -4.9%[57.1 µM] | -24.0% | -8.4%
COc1ccc(OCCCN2CCCCCC2)cc1 | -13.3% | -6.6% | 14.9%[2.33 µM] | -6.7% | 1.4 | 14.6% | -36.4% | ? | -2.0%
Cc1cc(NC(=O)c2ccc(F)cc2)no1 | -7.9% | -11.1% | -6.2% | -4.8% | -2.4 | 63.5%[activator] | 11.8% | 9.6% | -12.3%
C=CCC[C@@H](Cc1ccc(F)cc1)C(=O)OC[C@H](C)NC(=O)[C@H](CC=C)CC(=O)N(CCO)Cc1ccccc1 | 7.2% | 5.1% | . | 0.1% | 0.6 | 39.6%[activator] | . | -12.1% | ?
CNC(=O)c1sccc1Oc1ccc(F)cc1[N+](=O)[O-] | 2.7% | 3.7% | -3.3% | 0.5% | -22.0 | -17.5% | ? | -18.6% | 39.4%[activator]
CCOc1ccccc1NS(=O)(=O)c1cn(C)c(=O)n(C)c1=O | 2.0% | -6.0% | . | -9.1% | 4.6 | 26.3% | 5.1% | -15.4%[11.4 µM] | 12.2%
Cc1ccc(S(=O)(=O)NCCC(=O)Nc2ncccc2O)cc1C | 9.0% | -3.4% | ? | -8.1% | 1.5 | 3.8% | ? | -27.4% | 32.4%
Cc1ccc(SCC(=O)NNC(=O)CNC(=O)c2ccc(Br)cc2)cc1 | 1.8% | -12.4% | . | 0.3% | 3.0 | 8.4%[57 µM] | . | -17.2% | -9.7%
O=C(Nc1ccc2c(c1)OCO2)c1ccccn1 | -1.2% | -14.7% | 1.58µM* | -1.0% | -14.0 | ? | ? | 4.47µM* | 17.2%
CC(C)CCN(C(=O)Cc1ccccc1F)c1c(N)n(Cc2ccccc2)c(=O)[nH]c1=O | -3.8% | 17.4% | -30.2% | 0.0% | -1.0 | 39.1% | 3.9% | -9.9% | 7.1%
COc1ccccc1C1=CC(=O)C[C@H](c2ccc(F)cc2)C1 | -11.4% | i | -10.3%[0.501 µM] | ? | -3.7 | 81.8%[activator] | 28.0% | 24.3% | 3.4%
FC(F)(F)c1cnc(Nc2ccc(N3CCOCC3)cc2)c(Cl)c1 | -1.4% | -25.1% | 22.4µM* | ? | -14.3 | ? | 35.5µM* | ? | -6.2%
Cn1cccc1C(=O)OCc1cc(Cl)cc2c1OCOC2 | 8.5% | -12.2% | ? | -5.5% | -2.3 | -5.7% | -33.6% | ? | 0.4%
COc1cccc(CN2CC(C(=O)NCCCc3ccncc3)CCC2=O)c1 (stereo unspecified) | 0.7% | 15.5% | ? | 2.8% | 0.4 | 22.4% | -2.1% | 8.0% | -1.6%
CCOc1c(Cl)cc(CNCc2ccncc2)cc1OC | -6.8% | -8.1% | 56.2µM* | -4.4% | -13.2 | 32.6% | -31.8% | -7.5% | -8.7%

Three entries from above in a different format.
COc1ccccc1C1=CC(=O)C[C@H](c2ccc(F)cc2)C1
  ERG Ets-DNA blk = -11.4% | Tb PGK inh = i | G9a inh = -10.3%[0.501 µM] | Pin1 inhibitor = ? | PI4K2A inh = -3.7 | HP1b chromo inh = 81.8%[activator] | BAZ2B block = 28.0% | JMJD2A Tudor inh = 24.3% | GLS inh = 3.4%
FC(F)(F)c1cnc(Nc2ccc(N3CCOCC3)cc2)c(Cl)c1
  ERG Ets-DNA blk = -1.4% | Tb PGK inh = -25.1% | G9a inh = 22.4µM* | Pin1 inhibitor = ? | PI4K2A inh = -14.3 | HP1b chromo inh = ? | BAZ2B block = 35.5µM* | JMJD2A Tudor inh = ? | GLS inh = -6.2%
Cn1cccc1C(=O)OCc1cc(Cl)cc2c1OCOC2
  ERG Ets-DNA blk = 8.5% | Tb PGK inh = -12.2% | G9a inh = ? | Pin1 inhibitor = -5.5% | PI4K2A inh = -2.3 | HP1b chromo inh = -5.7% | BAZ2B block = -33.6% | JMJD2A Tudor inh = ? | GLS inh = 0.4%
